PLC-gamma1 inh: inhibitors of human phospholipase C gamma1 | P19174 | purified PLC-gamma1, fluorogenic substrate, fluorescence | inhibition, % at 12.2 µM | 370,000 tested, 0.84% active | AID 720700; in the data active means inhibition above about 9.5%
Target sequence (P19174 whole entry, looked up): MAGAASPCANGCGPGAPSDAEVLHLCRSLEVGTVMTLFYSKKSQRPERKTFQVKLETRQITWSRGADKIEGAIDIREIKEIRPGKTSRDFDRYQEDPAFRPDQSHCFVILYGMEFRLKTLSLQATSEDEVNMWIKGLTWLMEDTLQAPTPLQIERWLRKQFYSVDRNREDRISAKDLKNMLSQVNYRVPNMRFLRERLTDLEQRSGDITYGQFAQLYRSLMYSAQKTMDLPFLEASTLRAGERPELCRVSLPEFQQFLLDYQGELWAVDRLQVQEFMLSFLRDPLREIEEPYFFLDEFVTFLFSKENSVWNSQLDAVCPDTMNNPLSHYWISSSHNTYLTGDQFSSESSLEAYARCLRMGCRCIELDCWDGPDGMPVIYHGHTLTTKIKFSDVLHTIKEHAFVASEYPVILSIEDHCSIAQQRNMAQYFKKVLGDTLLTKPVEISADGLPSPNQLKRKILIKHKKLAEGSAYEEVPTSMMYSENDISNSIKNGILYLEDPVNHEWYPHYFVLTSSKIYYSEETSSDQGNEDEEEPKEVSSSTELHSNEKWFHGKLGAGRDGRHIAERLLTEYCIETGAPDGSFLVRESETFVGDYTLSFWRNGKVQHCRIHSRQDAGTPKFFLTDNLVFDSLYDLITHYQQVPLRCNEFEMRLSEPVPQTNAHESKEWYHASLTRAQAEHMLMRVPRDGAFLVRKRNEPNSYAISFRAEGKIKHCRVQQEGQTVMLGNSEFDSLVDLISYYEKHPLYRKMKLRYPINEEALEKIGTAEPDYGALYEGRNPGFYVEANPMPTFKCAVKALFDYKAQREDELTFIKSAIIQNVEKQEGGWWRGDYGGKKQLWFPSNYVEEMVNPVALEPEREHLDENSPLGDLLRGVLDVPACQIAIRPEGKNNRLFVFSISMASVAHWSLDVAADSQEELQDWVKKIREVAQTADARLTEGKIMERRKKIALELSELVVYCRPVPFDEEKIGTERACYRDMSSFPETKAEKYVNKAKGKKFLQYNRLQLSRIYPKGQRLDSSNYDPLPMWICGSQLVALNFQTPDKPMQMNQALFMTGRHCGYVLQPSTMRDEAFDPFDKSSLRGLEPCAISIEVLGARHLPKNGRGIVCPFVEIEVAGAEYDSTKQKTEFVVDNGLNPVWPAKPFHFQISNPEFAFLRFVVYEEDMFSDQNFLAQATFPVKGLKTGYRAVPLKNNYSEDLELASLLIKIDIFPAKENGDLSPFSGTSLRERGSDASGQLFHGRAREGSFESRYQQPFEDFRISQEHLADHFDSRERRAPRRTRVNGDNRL
hcDAF-12 act: activators of H. contortus DAF-12 nuclear receptor; HEK293 hcDAF-12 lit1-tk-luc reporter, luminescence; 0% DMSO, 100% Δ7-dafachronic acid; activation, % at 6.8 µM; 370,000 tested, 1.4% active;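 active means activation above the mean of all tested compounds plus 3 SD, cut at about 5.5% in these data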;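 further: 100% = response to 3 µM Δ7-dafachronic acid high control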
HGIII-sPLA2 inh: Inhibits HGIII-sPLA2 liposome hydrolysis, primary screen. 370,000 tested, 0.56% active. Q9NZ20. inhibition, % at 12.2 µM. QFRET BODIPY PC-A2 liposome hydrolysis, fluorescence;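 active means inhibition above mean plus 3 SD of compounds lying within the high and low control bounds, cut at about 19% in these data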;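 further: 0% = median of test compound wells and 100% = no enzyme DMSO wells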
ADAM10 inh: ADAM10 inhibition, QFRET primary screen. recombinant ADAM10, EDANS/DABCYL FRET peptide cleavage, 3 h. inhibition, % at 7 µM. 370,000 tested, 0.62% active;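 active means inhibition above a per-campaign cutoff equal to the mean of compounds falling between control-based bounds plus 3 SD, cut at about 20% in these data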;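 further: 0% = DMSO wells while the 100% control is not disclosed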
ADAM17 inh: ADAM17 inhibition, QFRET primary screen. recombinant ADAM17, EDANS/DABCYL FRET peptide cleavage. 370,000 tested, 0.83% active. AID 720648. inhibition, % at 6.95 µM;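 active means inhibition above the mean of compounds lying between control limits plus 3 SD, set per campaign, cut at about 8.5% in these data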;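 further: 0% = DMSO-only wells as the low control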
DAX1 inh-1: inhibitors of human orphan nuclear receptor DAX1 (NR0B1); P51843; 340,000 tested, 0.99% active; HEK293 Gal4-DAX1 luciferase reporter, luminescence; inhibition, % at 6.75 µM; AID 504766;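 active means inhibition above the mean over all tested compounds plus 3 SD, cut at about 4.2% in these data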;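 further: 0% = DAX1-transfected cells with DMSO and 100% = empty-vector control cells with DMSO; inhibition shows as a rise in luminescence from relieved DAX1 repression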
PLC-beta3 inh: blocks human PLC-beta3 enzyme activity; inhibition, % at 12.2 µM; AID 720704; 370,000 tested, 0.18% active; Purified PLC-beta3, fluorogenic substrate, fluorescence; Q01970; in the data active means inhibition above about 11%;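 further: 0% = median of compound wells on plate and 100% = full blocker control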
GAA850 FXN act: activators of GAA850 frataxin (FXN) promoter. AID 540364. 360,000 tested, 0.56% active. activation, % at 6 µM. HEK293 lucGAA850 FXN promoter luciferase reporter, 24 h; percent of 10 µM SAHA response;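 active means activation above the average of all compounds screened plus 3 SD, cutoff fixed separately per campaign, cut at about 7.5% in these data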;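 further: 0% = DMSO wells and 100% = 10 µM SAHA wells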
DAX1 inh-2: inhibitors of DAX1 repression of SF-1 activated StAR promoter; HEK293T StAR-luciferase reporter, SF-1/DAX-1 repression relief; AID 652010; inhibition, % at 6.8 µM; 370,000 tested, 1.1% active;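 active means inhibition above the mean over all tested compounds plus 3 SD, cut at about 3.6% in these data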;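 further: 0% = DAX-1 cells with DMSO and 100% = cells lacking DAX-1 with DMSO; higher inhibition means more luminescence from relief of DAX-1 repression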
hgDAF12 agonist: activates the H. glycines DAF-12 receptor ligand-binding domain; HEK293 GAL4-hgDAF12 UAS-luciferase reporter, agonist luminescence; normalized to butyrate control; activation, % at 6.8 µM; 370,000 tested, 1.8% active; AID 687014;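 active means activation above a cutoff set at the mean of all screened compounds plus 3 SD, cut at about 10% in these data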;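 further: 0% = DMSO wells and 100% = sodium butyrate wells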
ssDAF12 agonist: S. stercoralis DAF-12 activation, primary screen. HEK293 ssDAF-12/GRIP1 lit1-tk-luc reporter, luminescence; % of 3 µM dafachronic acid response. activation, % at 6.8 µM. 370,000 tested, 1% active. AID 652126;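 active means activation above the mean over all tested compounds plus 3 SD, cut at about 0.9% in these data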;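 further: 0% = DMSO-only wells and 100% = 3 µM delta7-dafachronic acid wells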
Active calls of the source: *; i = inactive; . = not tested or not shown.

Values run as follows: PLC-gamma1 inh	hcDAF-12 act	HGIII-sPLA2 inh	ADAM10 inh	ADAM17 inh	DAX1 inh-1	PLC-beta3 inh	GAA850 FXN act	DAX1 inh-2	hgDAF12 agonist	ssDAF12 agonist
- CCOC(=O)c1sc2nc(C)nc(NCCc3ccccn3)c2c1C
    -18	-1.8	-4	i	-218	-2.2	-24	-1.6	-1.6	-3.0	-2.1
- COc1ccc(CCNC(=O)C2CCN(C(=O)c3ccc(Cl)cc3)CC2)cc1OC
    1	-1.3	2	-3	-5	1.6	-5	0.8	0.3	-1.9	-1.7
- CCN1CCN(c2nc3c(c(=O)[nH]c(=O)n3C)n2CCSc2nc3ccccc3s2)CC1
    -1	-0.7	-4	-9	-2	0.4	6	-2.7	0.0	-0.2	-1.4
- C=CC[C@@H](CC(=O)N(CCO)Cc1ccccc1)C(=O)NCCOC(=O)[C@H](CC=C)CC(=O)OC(C)(C)C
    3	-2.0	-6	11	0	0.8	5	-0.9	-0.8	-0.4	-1.6
- CC(C)NCC(O)COc1ccc2c(c1)CCC2 (centres undefined)
    -9	-1.3	0	-12	-3	-1.0	-7	1.9	0.5	0.9	-1.5
- NC(Cc1c[nH]c2ccccc12)C(=O)Nc1ccccc1 (centres undefined)
    3	0.2	-1	-16	3	3.2	3	0.3	0.7	1.8	-0.2
- COC(=O)C1CN(Cc2ccc(F)cc2)CCS(=O)(=O)N1Cc1cn(Cc2ccc(Cl)cc2)nn1 (centres undefined)
    2	-0.6	-9	12	2	.	1	.	0.9	-1.2	-1.5
- CCOc1ccc(S(=O)(=O)N(CC(=O)N/N=C/c2ccc(-c3ccc([N+](=O)[O-])cc3)o2)c2ccccc2)cc1
    -38	-1.6	11	8	-3	-1.9	-47	-1.4	-0.7	0.2	-1.6
- N#Cc1c(NC(=O)CSc2nc(N)cc(=O)[nH]2)sc2c1CCCCCC2
    1	-2.5	-8	-5	-3	-1.4	2	4.7	-2.0	-3.3	-1.4
- O=C(/C=C/c1ccc(F)cc1)N1CCN(c2ccccn2)CC1
    -2	-0.1	4	7	-2	-0.5	-2	3.7	0.0	0.4	-1.1
- CNC(=O)CSc1nnc(C(C)C)n1C
    0	0.2	0	1	1	0.1	-3	0.4	0.2	1.0	-1.2
- CCNC(=O)N1C(CC(=O)OCC)C(=O)NC2CCCCC21 (centres undefined)
    0	3.8	10	5	-6	0.4	0	-0.2	-0.5	0.6	-1.2
- CC(=O)Nc1ccc(S(=O)(=O)N(C)CC(=O)NNC(=O)c2cccs2)cc1
    2	0.4	5	-1	1	0.5	-4	-0.5	-0.5	2.8	-0.8
- Cc1nc(-c2ccc(NC(=O)c3ccccc3C)cc2)cs1
    0	1.5	-2	5	-2	0.6	3	2.4	2.0	20*	-0.1
- CCOC(=O)C1C(=O)OC2(CCOC(C)(C)C2)C1C(=O)OCC (centres undefined)
    0	-1.4	11	4	-4	1.5	3	2.0	-0.2	2.8	-0.8
- COc1ccc(-n2nc3c(c2NC(=O)C24CC5CC(CC(C5)C2)C4)CS(=O)C3)cc1 (centres undefined)
    -1	-1.6	2	-11	-2	2.0	2	0.6	1.1	-0.2	-0.8
- COc1ccc(CNCC(O)(c2ccc(Cl)cc2)c2ccc(Cl)cc2)cc1
    1	-0.1	-4	5	-1	2.2	6	-7.9	-1.3	-0.5	-1.7
- COc1ccccc1CN1C(=NC(=O)CCC2CCCC2)SC2CS(=O)(=O)CC21 (centres undefined)
    2	0.8	-2	4	-4	0.2	-5	1.2	-0.6	-2.7	-1.1
- COC(=O)c1cccc(NC(=O)CN2CCc3ccccc3C2)c1
    1	1.7	0	7	1	-1.6	-6	1.2	0.3	1.6	-1.2
- Cc1ccc(N2CC(C(=O)N3CCC4(CC3)CC(=O)c3ccccc3O4)CC2=O)cc1C (centres undefined)
    -15	-1.2	-2	-121	-33	-2.1	-23	0.7	-1.1	-2.0	-1.8
- CC(C)OC(=O)c1c(N)n(CCCN2CCOCC2)c2nc3ccccc3nc12
    i	-1.1	1	i	i	-1.2	i	-0.8	0.1	-0.4	-1.0
- Cc1ccc(NC(=O)CN(C)S(=O)(=O)c2cccc3cccnc23)cc1
    0	-1.6	-3	-3	0	-0.9	3	2.6	-0.4	1.5	-0.4
- C[C@]12C(=O)N(c3cccc(F)c3)C(=O)N1[C@@H]1c3ccccc3OC[C@@H]1[C@H]2c1ccccc1
    3	-1.8	8	8	1	1.2	3	-2.8	-0.3	2.1	-1.2
- Cc1ccccc1CN1CCN(CCCc2ccccc2)C(CCO)C1 (centres undefined)
    1	0.1	-7	8	2	0.6	-5	-1.6	0.0	4.3	-0.9
- O=C(CCN1CCN(CCO)CC1)Nc1cccc(Br)c1
    5	-0.6	7	3	-2	3.3	-3	1.1	0.8	5.4	-0.7
- O=S(=O)(c1ccc(Cl)cc1)N1CCCc2ccccc21
    1	-0.2	-7	6	3	0.9	-5	1.8	-0.8	3.0	-0.7
- CC(C)(C)C(=O)CN1C(=O)NC(C)(Cc2ccc3c(c2)OCO3)C1=O (centres undefined)
    4	1.6	1	17	-2	0.3	-2	0.6	0.4	1.3	-0.4
- O=C(CC[C@H]1O[C@@H](n2cnc3c(NC(=O)c4ccccc4)ncnc32)[C@H](O)[C@@H]1O)NCC(c1ccccc1)c1ccccc1
    4	1.1	-2	-1	1	.	2	.	-0.7	0.1	-1.4
- C[C@@H]1CCN(C2CC2)S(=O)(=O)c2c(cccc2N2CC[C@@H](O)C2)O1
    -2	-0.7	1	-10	-6	.	1	.	-1.0	0.0	-1.2
- N#Cc1c(Cl)c(Cl)c2nnc(-c3ccc(Br)cc3)n2c1Cl
    -26	2.7	-17	-63	-17	.	-34	.	-0.5	2.3	1.2*
- CCOc1ccccc1CN1CCNC(=O)C1CC(=O)NCCN1CCOC1=O (centres undefined)
    -8	-2.1	1	-6	-2	1.2	-10	-0.4	0.3	1.5	-1.6
- Cc1ccc(S(=O)(=O)N2CCOC2CNC(=O)C(=O)NCc2ccc(Cl)cc2)cc1 (centres undefined)
    -2	-1.9	0	-5	-6	0.0	-9	2.5	1.0	0.4	-1.3
- COC(=O)c1cc(F)c(-n2cncn2)c(F)c1
    3	-1.0	4	-1	-2	0.6	2	1.1	0.8	-0.5	-1.8
- CCOC(=O)C1=C(O)C(=O)N(CCCn2ccnc2)C1c1ccc(C)cc1 (centres undefined)
    3	0.1	-3	0	-2	-0.2	1	2.5	-0.1	2.1	-0.6
- O=C(Cc1ccc(F)cc1)N1CCN=C1SCc1cccc([N+](=O)[O-])c1
    -1	-1.1	4	-5	-4	-1.8	-5	1.4	1.2	-0.2	-1.5
- CC(=O)N1CCSc2ccc(S(=O)(=O)Nc3ccccc3C)cc21
    2	-1.6	-3	-1	-3	-0.7	-7	0.5	-0.7	-3.5	-1.3
- CCOC(=O)[C@]12CCCC=C1N(Cc1ccc(OC)cc1)C(=O)[C@@H]2CC(=O)NCc1cccc2ccccc12
    3	-3.4	-19	18	7	.	2	.	-0.8	-2.8	-1.2
- CSc1ccc(S(=O)(=O)Nc2ccccc2C(=O)N2CCOCC2)cc1
    4	-0.9	-5	-2	-2	1.1	-4	-1.0	-1.8	1.1	-1.2
- COCCN(C(=O)C1CC(=O)N(Cc2ccc(C)cc2)C1)c1c(N)n(CC(C)C)c(=O)[nH]c1=O (centres undefined)
    4	0.7	-5	0	1	0.3	3	1.1	-0.7	2.8	-0.9
- CCCCn1c2ccc(F)cc2c2nnc(SCCN3CCOCC3)nc21
    -6	-2.1	-3	2	5	-0.7	-10	4.3	-0.5	-3.7	-1.5
- Cc1ccc(-c2nc3ccc(Br)cn3c2Cc2ccccc2C(F)(F)F)cc1
    -5	4.0	-9	-12	3	.	-14	.	7.1*	12*	-0.1
- CN(CC(=O)Nc1cc(Cl)ccc1C#N)C1CCS(=O)(=O)C1 (centres undefined)
    1	2.9	-2	-8	-1	0.4	-42	1.4	0.5	4.2	0.6
- COc1ccc(NC(=O)C2CCC(=O)N2S(=O)(=O)c2ccc(C)cc2)cc1Cl (centres undefined)
    -1	1.0	-18	10	-3	0.3	-5	-0.6	-0.3	-0.1	-1.4
- Oc1oc(-c2ccccc2)nc1C=Nc1cccc2ccccc12
    -98	12*	-10	-143	-57	-0.1	-98	0.5	-0.7	3.1	-0.1
- O=C(Nc1cccc(Cc2ccccc2)c1)Nc1cccc2[nH]c([C@@H]3O[C@H](CO)[C@@H](O)[C@H](O)[C@H]3O)nc12
    2	-2.5	-24	-6	5	.	-3	0.8	0.7	-4.2	-1.6
- O=C(O)CC(CC(=O)Nc1ccc(-n2ccc(C(F)(F)F)n2)cc1)c1ccccc1 (centres undefined)
    1	0.5	-8	1	-3	1.3	-7	2.0	-0.3	3.7	-1.8
- CC(=O)CSc1nc2c(c(=O)[nH]c(=O)n2C)n1CCCc1ccccc1
    1	-2.0	-27	-4	2	1.6	-1	3.4	0.2	0.6	-1.4
- Cc1cc(/C=C2\SC(=Nc3ccccc3)NC2=O)c(C)n1-c1ccc(S(N)(=O)=O)cc1
    -48	-1.2	-15	-8	-1	-1.4	-65	1.8	-2.3	0.2	-1.5
- Cc1ccc(NS(=O)(=O)c2ccc(N/N=C/c3ccncc3)c([N+](=O)[O-])c2)c(C)c1
    -2	-1.0	-3	8	1	-1.4	3	2.9	-0.1	-0.2	-0.7
- Oc1c(CN2CCOCC2)cc(-c2ccccc2)cc1CN1CCOCC1
    1	-1.2	-3	-8	-3	-0.7	-3	-0.4	-0.3	1.3	-1.2
- Cc1ccc(S(=O)(=O)N2CCN(S(=O)(=O)c3ccc(C)cc3)C3OCCOC32)cc1 (centres undefined)
    4	-0.9	7	-6	-3	1.1	2	0.8	0.9	-2.4	-1.0

4 entries picked at random from those above:
Values run as follows: PLC-gamma1 inh	hcDAF-12 act	HGIII-sPLA2 inh	ADAM10 inh	ADAM17 inh	DAX1 inh-1	PLC-beta3 inh	GAA850 FXN act	DAX1 inh-2	hgDAF12 agonist	ssDAF12 agonist
- Cc1ccc(S(=O)(=O)N2CCN(S(=O)(=O)c3ccc(C)cc3)C3OCCOC32)cc1 (centres undefined)
    4	-0.9	7	-6	-3	1.1	2	0.8	0.9	-2.4	-1.0
- CC(=O)CSc1nc2c(c(=O)[nH]c(=O)n2C)n1CCCc1ccccc1
    1	-2.0	-27	-4	2	1.6	-1	3.4	0.2	0.6	-1.4
- Cc1ccc(-c2nc3ccc(Br)cn3c2Cc2ccccc2C(F)(F)F)cc1
    -5	4.0	-9	-12	3	.	-14	.	7.1*	12*	-0.1
- CN(CC(=O)Nc1cc(Cl)ccc1C#N)C1CCS(=O)(=O)C1 (centres undefined)
    1	2.9	-2	-8	-1	0.4	-42	1.4	0.5	4.2	0.6

High-throughput results: PubChem, The Scripps Research Institute Molecular Screening Center
